Screening data: PubChem, Sanford-Burnham Center for Chemical Genomics
HKDC1 inh – blocks human hexokinase HKDC1 activity. recombinant HKDC1, G6PDH/diaphorase resazurin coupled fluorescence. AID 493160. Q2TB90. actives 0.16% (n = 340,000). inhibition, % at 20 µM;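 active = inhibition above about 35% when tested at 20 µM, limit read from the data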;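 also: plate controls were DMSO wells with enzyme for no effect and DMSO wells lacking enzyme for full effect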
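Assay system: in-house recombinant HK5 (HKDC1) enzyme. Input: HKDC1 at 5 µg/mL. Medium: Tris pH 8.0 buffer with MgCl2, Tween-20, BSA, BME. Dosing: single 20 µM dose. Schedule: 90 min reaction incubation at room temperature, dark. Signal: resazurin-to-resorufin fluorescence via G6PDH and diaphorase coupling, 525/613 nm. Controls: DMSO-enzyme wells negative, buffer-substituted wells positive.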
MPTP block – inhibitors of mitochondrial permeability transition pore; isolated mouse mitochondria, Ca2+ swelling absorbance, 30 min; inhibition, % at 10 µM; actives 1.4% (n = 360,000);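 active = inhibition of 50% or more, scaled per plate between neutral and stimulator controls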;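 also: 0% = DMSO wells given calcium and 100% = 1 mM EGTA wells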
SENP7 block – inhibitors of human SENP7 protease; recombinant SENP7, Z-RLRGG-aminoluciferin luminescence, 40 min; Q9BQF6; actives 1.5% (n = 330,000); inhibition, % at 5 µM;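 active = inhibition above about 50% at the single test dose, limit read from the data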;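 also: plate controls were DMSO with enzyme for no effect and no enzyme buffer wells for full effect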
Target sequence (Q9BQF6 706-1050 limits assumed): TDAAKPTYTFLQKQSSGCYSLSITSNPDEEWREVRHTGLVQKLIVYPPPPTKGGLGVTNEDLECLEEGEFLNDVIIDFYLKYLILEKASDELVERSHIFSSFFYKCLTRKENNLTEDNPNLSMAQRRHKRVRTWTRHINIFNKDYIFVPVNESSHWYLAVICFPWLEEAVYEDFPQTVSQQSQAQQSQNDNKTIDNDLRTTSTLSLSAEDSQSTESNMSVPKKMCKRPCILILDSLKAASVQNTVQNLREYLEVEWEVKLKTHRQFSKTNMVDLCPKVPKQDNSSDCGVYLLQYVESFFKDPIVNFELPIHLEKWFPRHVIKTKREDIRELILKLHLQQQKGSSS
SENP8 inh – blocks human SENP8 cleavage of Nedd8 substrate | recombinant SENP8, Nedd8 substrate fluorescence | AID 602440 | actives 0.64% (n = 360,000) | Q96LD8 | inhibition, % at 20 µM; in the data active = inhibition mostly above about 40%, no sharp cut-off; inactive = mostly below about 27%
Target sequence (Q96LD8 whole entry, looked up): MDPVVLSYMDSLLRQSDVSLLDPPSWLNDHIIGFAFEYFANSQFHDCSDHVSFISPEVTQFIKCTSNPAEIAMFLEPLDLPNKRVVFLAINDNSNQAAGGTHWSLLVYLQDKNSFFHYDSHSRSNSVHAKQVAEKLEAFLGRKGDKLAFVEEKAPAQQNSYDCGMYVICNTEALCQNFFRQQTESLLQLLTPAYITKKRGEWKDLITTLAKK
SENP6 inh – inhibitors of human SENP6 protease; Recombinant SENP6 catalytic domain, aminoluciferin luminescence; actives 1.8% (n = 330,000); Q9GZR1; inhibition, % at 10 µM;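 active = inhibition above about 50% at the single tested dose, limit read from the data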;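 also: plate controls were DMSO wells with enzyme for no effect and DMSO wells lacking enzyme for full effect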
Target sequence (Q9GZR1 628-1112 limits assumed): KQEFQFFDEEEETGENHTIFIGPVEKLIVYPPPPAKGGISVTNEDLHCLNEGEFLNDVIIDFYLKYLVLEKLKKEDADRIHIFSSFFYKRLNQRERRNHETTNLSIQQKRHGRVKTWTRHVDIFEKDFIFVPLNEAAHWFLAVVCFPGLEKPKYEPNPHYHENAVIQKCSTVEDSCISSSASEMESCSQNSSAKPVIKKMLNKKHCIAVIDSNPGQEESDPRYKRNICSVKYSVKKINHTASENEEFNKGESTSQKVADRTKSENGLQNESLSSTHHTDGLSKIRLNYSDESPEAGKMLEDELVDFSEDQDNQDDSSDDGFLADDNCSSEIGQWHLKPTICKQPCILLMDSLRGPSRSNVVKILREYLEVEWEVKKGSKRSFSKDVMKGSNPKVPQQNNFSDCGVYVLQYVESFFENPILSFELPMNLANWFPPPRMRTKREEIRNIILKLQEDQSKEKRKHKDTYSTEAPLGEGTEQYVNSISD
PfGluPho inh – PfG6PD (Plasmodium falciparum) enzyme inhibition. PfGluPho enzyme, NADPH resazurin-diaphorase fluorescence. inhibition, % at 20 µM. actives 0.78% (n = 350,000);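 active = inhibition reaching at least a set limit at 20 µM in the primary screen, cut at about 59% in these data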;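 also: 0% = DMSO wells with substrate and 100% = DMSO wells lacking glucose-6-phosphate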
NR3A LBD binder – modulates the human NR3A ligand-binding domain; NR3A LBD differential scanning fluorimetry, Tm shift; 0% = protein alone, 100% = glycine-bound protein; Tm shift relative to glycine control, % at 25 µM; actives 2.5% (n = 340,000); AID 1259313;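 active = melting temperature shift of at least 10% of the positive control shift, at one fixed dose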
ATG4B inh – blocks human ATG4B protease cleavage of LC3 substrate. ATG4B cleavage of LC3-PLA2, NBD-HPC fluorescence, 1 h. AID 504462. Q9Y4P1. inhibition, % at 8.33 µM. actives 0.51% (n = 340,000); in the data active = inhibition above about 40%
The depositor's hits bear a star; · = no result given; & = joins results of further samples.

Structure	HKDC1 inh	SENP7 block	SENP8 inh	ATG4B inh	PfGluPho inh	SENP6 inh	MPTP block	NR3A LBD binder
COc1ccc(-n2c(CNc3ccc(C)cc3)nnc2SCc2ccccc2)cc1	-2.6	0.5	11.6	-7.0	12.8	-8.5	-1.0	0.7
Cc1ccc(SCCNC(=O)c2ccccc2F)cc1	2.5	2.6	12.9	9.0	2.6	4.7	0.0	-1.4
CC1Cc2ccccc2N1C(=O)COC(=O)c1cc(Br)ccc1O (stereo not drawn)	-4.2	11.7	-80.8	8.1	0.3	-31.0	-1.2	-1.4
C/C(=N/NC(=O)C1CC1(c1ccccc1)c1ccccc1)c1ccco1 (stereo not drawn)	-4.3	5.8	11.9	0.7	11.4	-4.6	23.8	-3.8
CC(=O)NNC(=O)c1sc(=S)n(C)c1C	-0.2	5.3	13.1	-9.4	-6.8	-7.3	0.8	0.6
S=C(Nc1cccc(Br)c1)N1CCn2cccc2C1c1cccnc1 (stereo not drawn)	4.1	-10.8	13.1	-5.3	12.3	-5.7	63.5*	-6.5
COc1cc(Cl)c(C)cc1NC(=O)Cc1cccs1	-4.8	-7.4	-2.6	4.1	10.7	5.1	0.2	-1.8
CCN(CC(=O)Nc1ccc2c(c1)OCCO2)CC(=O)Nc1ccc2c(c1)OCO2	-7.3	1.6	0.7	0.1	-3.2	2.0	4.5	0.1
O=C(N/N=C/c1cccc(Br)c1)c1ccc(Br)cc1	1.5	-8.5	11.9	-1.1	7.2	-24.0	0.1	6.0
Cn1c(CC(=O)Nc2ccccc2F)nnc1SCC(=O)Nc1nccs1	-4.2	-5.7	12.9	-1.4	-4.5	-1.5	-0.9	-1.3
c1cncc(CSc2ccc(-c3cccs3)nn2)c1	-5.2	6.2	1.1	-1.6	3.8	-23.9	-3.5	0.6
Cc1cc(=O)[nH]c(SCC(=O)N2CCN(C(=O)c3ccco3)CC2)n1	-3.8	8.0	-0.8	-2.7	25.6	4.2	-2.2	3.2

Of the compounds above, these contain fluorine.
Structure	HKDC1 inh	SENP7 block	SENP8 inh	ATG4B inh	PfGluPho inh	SENP6 inh	MPTP block	NR3A LBD binder
Cc1ccc(SCCNC(=O)c2ccccc2F)cc1	2.5	2.6	12.9	9.0	2.6	4.7	0.0	-1.4
Cn1c(CC(=O)Nc2ccccc2F)nnc1SCC(=O)Nc1nccs1	-4.2	-5.7	12.9	-1.4	-4.5	-1.5	-0.9	-1.3

(more compounds)
Structure	HKDC1 inh	SENP7 block	SENP8 inh	ATG4B inh	PfGluPho inh	SENP6 inh	MPTP block	NR3A LBD binder
COC(=O)c1ccc(N2CC3CNC(=O)C2(C(=O)OC)N3C)cc1 (stereo not drawn)	1.4&-6.1	-3.8	16.1&11.6	-14.4&3.4	10.2&-2.1	-8.8	-2.5&-1.0	0.2&-0.6
COCCn1c(SCc2cc(C(C)=O)ccc2OC)nc2cc(Cl)ccc2c1=O	-11.5	0.0	8.7	63.0*	-3.9	-4.5	-0.3	4.1
CC(C)=CCC(C)(C)CNC(=O)NC1CCCCC1	-9.7	1.8	28.0	3.7	5.4	-21.8	0.5	3.5
CN(C)c1ccc(/C=N/N(CCC(=O)NC(C)(C)C)C2=NS(=O)(=O)c3ccccc32)cc1	-4.1	5.6	8.7	-9.7	-0.9	18.0	1.0	·
COC(=O)c1[nH]c2cc(OC)ccc2c1NC(=O)CCN1CCSCC1	-2.7	-5.3	-144.0	-10.3	-5.4	1.6	-0.2	0.3
O=C(N1CCOCC1)N1CCN(c2ccccc2)CC1	-6.2	3.8	35.9	-3.1	-9.4	-21.7	-7.0	3.7
COc1cc(NC(=O)C2=C(C)OCCS2)c(Cl)cc1C(=O)NCCN(C)C	1.4	-2.3	24.7	0.2	-16.4	11.9	-0.8	-2.0
CCOc1ccc(NC(=O)[C@@H]2CCCN2C(=O)c2cccs2)cc1S(=O)(=O)N1CCOCC1	-1.8	-10.1	-6.3	-10.2	-5.9	-7.3	-0.1	1.7
CCCCOc1ccc(CSc2nnc(C)n2N)cc1[N+](=O)[O-]	-12.7	4.2	8.9	3.8	-20.7	1.9	0.8	-0.7
CCOC(=O)c1ccc2[nH]c3c(c2c1)CCCC3	0.4	3.2	-48.3	1.1	16.6	-9.6	0.1	-9.0
CCCc1cc(=O)oc2cc(C)cc(OC(=O)c3ccco3)c12	-2.9	3.3	4.9	-4.6	49.4	1.4	83.9*	0.2
CCN=C1S/C(=C/c2ccc(-c3ccc(Cl)cc3C(=O)O)o2)C(=O)N1CC	6.0	7.4	-262.5	9.9	-18.9	13.2	2.1	-15.7

Structure	HKDC1 inh	SENP7 block	SENP8 inh	ATG4B inh	PfGluPho inh	SENP6 inh	MPTP block	NR3A LBD binder
CC(=O)Nc1ccc(NC(=O)CSc2ccc3nnc(CCNC(=O)c4ccccc4)n3n2)cc1	5.6	0.9	9.0	2.4	-4.3	-18.0	0.4	0.0
COc1ccccc1C(=O)NCCC(=O)Nc1ccncc1	2.1	9.8	4.0	-1.1	-5.5	-2.9	-0.4	-2.3
Cc1ccc(OCc2cc(C(=O)N3CCCC(O)C3)no2)cn1 (stereo not drawn)	-5.0	5.6	2.2	-1.6	3.7	-6.6	-0.4	4.1
CC(CCN1CCN=C1N(C)C)c1ccccc1 (stereo not drawn)	-2.0	4.8	6.2	10.7	-7.7	-4.6	-0.9	1.4
COc1cc2c(cc1OC)C(c1cccc(C)c1)CC(=O)N2 (stereo not drawn)	-5.8	-8.2	6.4	-4.5	9.6	-9.2	2.2	-0.8
CCNC(=O)CC1SC(=Nc2cccc(Cl)c2C)N(C)C1=O (stereo not drawn)	1.5	-7.0	10.3	-3.1	-5.6	-12.9	-0.6	-0.3
O=c1c2c(-c3ccc(Cl)cc3)csc2nc2n1CCC2	-5.0	0.9	2.9	1.6	11.9	9.1	-0.3	0.6
CCOC(=O)C1=CN(Cc2cccc(F)c2)S(=O)(=O)N(C)C1c1ccc(F)c(Cl)c1 (stereo not drawn)	16.6	6.3	-4.2	3.8	21.6	·	-0.2	4.7
C#CC(CC)(CC)NC(=O)/C=C/C(=O)O	-1.8	-0.3	-2.5	8.3	4.3	-0.8	2.5	0.9
CC(C)(C)OC(=O)N(CCc1ccccc1)Cc1ccccc1OCc1ccc(NC(=O)C2CCC2)cc1	2.1	·	-0.2	2.9	5.7	·	0.8	-0.5
O=C(c1ccccc1)N1CCN(c2nc3ccc([N+](=O)[O-])cc3s2)CC1	-8.5	4.4	8.1	-0.5	-4.7	8.0	4.5	-1.9
COc1ccc(C(=O)C[n+]2ccc3c(c2)nc(-c2ccc(OC)cc2OC)n3C)cc1	-9.1	-6.5	-304.9	-10.5	2.1	-14.2	1.4	4.9

Structure	HKDC1 inh	SENP7 block	SENP8 inh	ATG4B inh	PfGluPho inh	SENP6 inh	MPTP block	NR3A LBD binder
CC1CC(=O)c2c(cc3c(-c4c(O)cc(O)c5c(O)c6c(cc45)OC(C)CC6=O)c(O)cc(O)c3c2O)O1 (stereo not drawn)	11.9	25.8	71.2*	11.0	-21.7	41.0	18.4	23.8*
CCn1c(SCC(=O)Nc2cc(C)on2)nnc1-c1ccncc1	2.9	7.8	-15.3	-9.3	-1.5	-25.7	-0.3	3.2
COc1cc(N)c(Cl)cc1C(=O)OCC(=O)c1cccs1	-3.5	1.2	-9.9	-8.2	8.2	-9.8	0.2	-1.8
CC1(C)CC(=O)C2=C(C1)NCN(Cc1ccc3c(c1)OCO3)C2	-5.3	-4.1	10.3	-10.2	3.2	-6.0	-0.3	-0.4
CN(C(=O)c1ccc(NC(=O)Cc2ccc(NC(=O)C3CCN(C(=O)C4CCC4)CC3)cc2)cc1)C1CC1	1.7	1.2	16.2	0.9	-4.1	-7.5	0.0	-1.1
O=C(CCc1nnc2ccc(NCc3ccco3)nn12)Nc1ccccc1F	-3.2	2.3	-4.0	-4.7	8.0	5.0	1.2	-3.0
C=CCNc1nc(-c2sc(NC(=O)CC)nc2C)cs1	-14.1	0.1	-149.1	-4.2	24.8	-18.8	-0.8	4.9
CC(=O)N1CCN(C(=S)NC(=O)c2c(-c3ccccc3Cl)noc2C)CC1	0.6	-2.1	12.9	-9.6	-2.5	-5.7	-0.3	-0.2
Cc1ccc(OCC(O)Cn2c(=N)n(CCN3CCOCC3)c3ccccc32)cc1 (stereo not drawn)	0.9	-0.8	28.2	-10.4	-0.3	-0.4	51.6*	-0.7
O=C1NC(=O)/C(=C\c2ccc(OCc3cccc([N+](=O)[O-])c3)cc2)N1	-1.9	0.7	1.8	1.3	25.4	6.1	-3.4	5.6
CCN1C(=O)[C@H]2[C@@H](c3ccc(OC)cc3)N3C(=O)CN(CC4CC4)C(=O)[C@@]3(C)[C@H]2C1=O	-4.2	6.2	8.2	7.7	-3.7	-7.3	0.1	-0.8
Cc1nc2ccc(NC(=O)[C@H](C)N3C(=O)C4CC=CCC4C3=O)cc2s1 (stereo partly drawn)	-3.2	-5.9	5.1	-12.6	2.7	-8.5	-0.5	-1.2

Structure	HKDC1 inh	SENP7 block	SENP8 inh	ATG4B inh	PfGluPho inh	SENP6 inh	MPTP block	NR3A LBD binder
O=C(O)CCC(=O)NC1CCCCC1	-8.3	1.6	6.8	0.1	-12.2	-8.9	-0.9	-0.2
O=C1OCCC1Sc1nnc(-c2ccc(Cl)cc2Cl)o1 (stereo not drawn)	-4.9	28.0	9.7	-6.4	-13.4	37.4	1.3	2.9
CCn1cc(C(=O)NC(C)C23CC4CC(CC(C4)C2)C3)cn1 (stereo not drawn)	-4.7	5.5	14.7	-8.7	-5.4	4.8	0.7	-3.5
N#CCCN(C(=O)CN1CCN(S(=O)(=O)c2ccc(Cl)s2)CC1)c1ccc(F)cc1	-5.2	2.3	0.1	-2.2	17.5	2.0	-0.3	0.3
Cc1cc(C)n2c(SCc3nnc(-c4cccs4)o3)nnc2n1	-8.8	0.9	-82.2	10.0	8.9	-14.9	0.0	-0.5
Nc1ncc(Br)cc1S(=O)(=O)N1CCCCCC1	-3.2	2.5	-23.4	-4.3	-7.4	-17.8	-0.4	-3.0
COc1ccc(S(=O)(=O)N2CCC(C(=O)NCCC3=CCCCC3)CC2)cc1C	-9.1	3.0	15.9	2.3	14.9	-3.0	0.4	-28.4
CCCCCCCCNS(=O)(=O)CCNCc1ccccc1	1.5	·	2.6	·	-1.7	·	-1.1	-5.2
Cn1c(=O)n(C)c2cc(N3CCCCC3)c(NC(=O)c3cccc(Cl)c3)cc21	5.7	8.3	-127.0	5.0	-4.6	10.8	0.1	-9.0
COc1ccc(C(=O)NNC(=O)CSc2nnnn2-c2cc(OC)cc(OC)c2)cc1	-3.7	-1.2	15.2	-1.7	-10.2	-3.8	-0.9	0.5
Cc1ccccc1CSc1ncnc2ccccc12	-0.5	-0.3	24.4	2.6	8.2	8.1	4.8	0.9
COC(=O)c1nc(NC(=O)c2ccccc2Br)n[nH]1	-1.1	·	2.7	6.0	-2.1	·	-3.0	0.3

Structure	HKDC1 inh	SENP7 block	SENP8 inh	ATG4B inh	PfGluPho inh	SENP6 inh	MPTP block	NR3A LBD binder
CC(=O)NCCC(=O)Nc1ccc(C)c(F)c1	-7.6	1.0	19.1	-6.6	-9.4	1.0	0.2	-1.3
CCC(CC)c1nnc(NC(=O)CCNC(=O)c2ccccc2Cl)s1	-4.8	-10.6	15.2	-2.9	-6.5	-14.3	2.3	0.8
O=c1cc(CN2CCN(Cc3ccccc3)CC2)c2ccc(O)cc2o1	1.9	-3.8	-318.7	4.0	-15.0	7.0	-1.3	-0.2
CCOC(=O)C1(Cc2cccc(Cl)c2)CCCN(C(=O)CCOC)C1 (stereo not drawn)	12.7	-7.2	5.8	-0.1	-7.7	-3.2	-0.9	-1.9
O=C(c1cc(C2CC2)on1)N1CCOCC1	-4.3	-7.4	13.8	9.0	-6.5	-12.0	0.7	-1.0
CC(C)CNC(=O)C(=O)NCC1OCCCN1S(=O)(=O)c1cccs1 (stereo not drawn)	3.0	-2.7	-6.2	2.2	-8.0	-0.3	-1.3	3.0

Outcome played no part in choosing rows; about 6.9% have a hit in one of these screens.
